POLK inh – DNA polymerase kappa (human) inhibition | Potency, µM (titrated, usually from 107 µM), without a hit: top-dose activity, negative = inhibition, most hits filed as inhibitors | purified Pol kappa, fluorescent DNA synthesis assay, 10 min | 400,000 compounds, 0.53% hits; note: potency is the fitted concentration of half-maximal effect; % is set by controls: 0 for no effect and ±100 for the full control effect
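Pol kappa 10 nM + cpd, 15 min RT; start w/ substrate 50 nM final; fluorescence kinetic read, 0 and 10 min. Neg ctrl: buffer, no enzyme.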
POLB inh – blocks human DNA polymerase beta activity | 340,000 compounds, 1.3% hits | Pol beta primer extension/strand displacement, fluorescence kinetic | P06746 | AID 485314 | Potency, µM (top dose mostly 114 µM), without a hit: top-dose activity change, negative = inhibition, most hits filed as inhibitors; note: potency is the fitted concentration of half-maximal effect; % is set by controls: 0 for no effect and ±100 for the full control effect
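Kinetic readout of DNA synthesis with strand displacement by Pol beta. Compound and 10 nM enzyme sit 15 min at room temperature; 50 nM substrate starts the reaction, read immediately and at 10 min.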
ERG-DNA inh – blocks human ERG Ets domain binding to DNA | P11308 | fluorescence polarization, His-ERG Ets domain / labelled DNA | Potency, µM (doses to about 76.9 µM), for inactives: top-dose FP activity, negative = inhibition, usual class: inhibitors | 370,000 compounds, 0.028% hits; active = well fitted inhibition curve with a large enough effect in the polarisation, with a control signal flat; inconclusive = small, poorly fitted or top-dose-only effect, or effect the other way, or a change in a side signal; inactive = no such curve, though single readings can be large or run the other way; the % refers to the polarisation;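 note: polarization taken with two DNA probes labelled with fluorescein and Texas red; potency is the fitted concentration of half-maximal effect; % of control where 0% means no effect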
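His-tagged ERG Ets domain (1 uM in the protein solution; 300mM KCl, 50mM Tris-HCl, 1mM EDTA, 1mM DTT, pH 7.5) received compound, then a probe mix of 5 nM fluorescein-DNA and 100nM Texas-615-DNA. Fluorescence polarization was read for both dyes.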
Anesthetic bind – candidate novel general anesthetic via apoferritin binding; P02791; apoferritin/1-aminoanthracene competitive binding, fluorescence; Potency, µM (highest dose often 77.5 µM), inactives show top-dose activity change, negative = displacement, most hits filed as inhibitors; 350,000 compounds, 0.074% hits; note: potency is the fitted concentration of half-maximal effect; % is set by controls: 0 for no effect and ±100 for the full control effect; nearly all actives have a fitted effect of over 20% in size
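Probe: 1-aminoanthracene (50% saturated, PBS). Protein: horse-spleen apoferritin, 10 uM. Incubation: 10 min, room temperature. Detection: 380 nm excitation, 535 nm emission. Analysis: normalized response, four-parameter Hill.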
TRHR ag – agonists of human TRH receptor | TRHR cells, calcium flux fluo-8, FDSS agonist mode | AID 493084 | 360,000 compounds, 0.18% hits | P34981 | activation, % at 2 µM; in the data active = activation above about 30%; note: 0% is about no effect
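Read-out: compound-evoked intracellular calcium rise in TRHR cells, fluo-8 dye, kinetic FDSS fluorescence at 1 s/cycle following a 10-cycle baseline. Cells cultured overnight before dye loading (30 min–1.5 h, RT).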
12-LOX inh – blocks human arachidonate 12S-lipoxygenase; P18054; purified 12hLO, xylenol orange hydroperoxide absorbance; Potency, µM (highest dose often 108 µM), for the others: at the top dose activity change, negative = inhibition, actives largely listed as inhibitors; 580,000 compounds, 1.1% hits; note: potency is the fitted concentration of half-maximal effect; % is set by controls: 0 for no effect and ±100 for the full control effect
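Purified human 12hLO (150 nM final) in 25 mM Hepes, 0.01% Triton X-100, pH 7.0 was preincubated 15 min at room temperature with compound. Then 40 uM arachidonic acid was added, 30 min. Hydroperoxide was read by Fe-XO absorbance ratio 573/405 nm.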
BLM inh – blocks DNA unwinding by human BLM helicase. P54132. recombinant BLM DNA unwinding, fluorescence dequenching. Potency, µM (top dose mostly 56.1 µM), for the others: top-dose activity change, negative = inhibition, actives largely listed as inhibitors. 350,000 compounds, 0.2% hits. AID 2528;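 note: potency is the fitted concentration of half-maximal effect; plate controls were vehicle for no effect and no enzyme for full effect; nearly all actives have a fitted effect of over 35% in size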
Pol iota inh – blocks human DNA polymerase iota activity. AID 588590. Q9UNA4. 390,000 compounds, 1% hits. Potency, µM (series often up to 115 µM), for the others: top-dose activity, negative = inhibition, usual class: inhibitors. Pol iota fluorescent replication assay, 10 min; note: potency is the fitted concentration of half-maximal effect
Target sequence (Q9UNA4 whole entry, looked up): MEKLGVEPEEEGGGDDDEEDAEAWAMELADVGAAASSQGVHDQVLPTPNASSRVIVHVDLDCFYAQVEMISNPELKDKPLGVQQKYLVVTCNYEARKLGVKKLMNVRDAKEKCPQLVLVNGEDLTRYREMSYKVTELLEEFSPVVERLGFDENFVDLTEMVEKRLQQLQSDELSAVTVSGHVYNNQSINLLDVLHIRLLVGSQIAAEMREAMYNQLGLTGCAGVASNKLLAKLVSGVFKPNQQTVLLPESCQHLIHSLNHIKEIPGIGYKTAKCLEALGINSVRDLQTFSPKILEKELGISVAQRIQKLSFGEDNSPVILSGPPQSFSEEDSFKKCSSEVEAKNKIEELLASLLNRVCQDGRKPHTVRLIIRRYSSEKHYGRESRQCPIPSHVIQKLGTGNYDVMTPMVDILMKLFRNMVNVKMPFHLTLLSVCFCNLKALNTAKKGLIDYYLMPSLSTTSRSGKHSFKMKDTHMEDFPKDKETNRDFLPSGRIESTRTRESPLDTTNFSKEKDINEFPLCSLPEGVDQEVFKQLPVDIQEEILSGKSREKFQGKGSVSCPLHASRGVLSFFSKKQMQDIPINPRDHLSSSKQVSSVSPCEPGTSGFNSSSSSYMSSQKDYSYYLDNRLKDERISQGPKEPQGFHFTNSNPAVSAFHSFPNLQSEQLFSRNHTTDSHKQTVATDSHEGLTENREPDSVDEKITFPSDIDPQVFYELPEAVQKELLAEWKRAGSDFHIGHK
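Pol iota at 10 nM preincubated 15 min with compounds at room temperature; reaction started with fluorescent substrate, 50 nM final. Fluorescence read kinetically at 0 and 10 min; buffer-only wells as negative control.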
APEX1 inh – inhibitors of human APE1 endonuclease; P27695; AID 2517; 350,000 compounds, 0.35% hits; Potency, µM (highest dose often 65.8 µM), inactives show at the highest dose activity change, negative = inhibition, most hits filed as inhibitors; recombinant APE1, TAMRA/BHQ-2 abasic DNA cleavage fluorescence;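 note: potency is the fitted concentration of half-maximal effect; plate controls were vehicle for no effect and reference inhibitor for full effect; nearly all actives have a fitted effect of over 55% in size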
Target sequence (P27695 whole entry, looked up): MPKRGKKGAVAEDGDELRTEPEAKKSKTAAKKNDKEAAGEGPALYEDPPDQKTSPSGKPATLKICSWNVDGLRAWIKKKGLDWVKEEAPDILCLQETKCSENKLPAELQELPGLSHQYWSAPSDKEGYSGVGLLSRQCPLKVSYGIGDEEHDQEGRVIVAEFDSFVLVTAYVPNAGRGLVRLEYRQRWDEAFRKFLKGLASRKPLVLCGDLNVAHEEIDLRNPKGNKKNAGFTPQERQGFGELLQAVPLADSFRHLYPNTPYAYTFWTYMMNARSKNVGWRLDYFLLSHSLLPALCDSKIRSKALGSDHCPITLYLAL
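Kinetic fluorescence read (525 ex/598 em nm, three reads 60 s apart) of AP-site incision; signal = third minus first read. Enzyme 0.75 nM, dual-labelled THF duplex 50 nM, compound preincubation 15 min RT.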
The depositor's hits bear a star; i = inactive; ? = inconclusive; / = no result given; [ ] = remark or other dose. Unless noted, calls come from the whole dose curve; as a rule, active = well fitted curve in the direction sought with a large enough effect; inconclusive = small, poorly fitted or top-dose-only effect, or another doubt; inactive = no such curve, though single readings can be large; an effect the other way counts as inactive or inconclusive. Some of the compounds tested. The share of hits here may be higher or lower than overall.

Start of the data: the first 2 compounds (preview)
SMILES | POLK inh | POLB inh | ERG-DNA inh | Anesthetic bind | TRHR ag | 12-LOX inh | BLM inh | Pol iota inh | APEX1 inh
COCCn1cnc2c1c(=O)n(Cc1c(F)cccc1Cl)c(=O)n2Cc1ccccc1 | -20% | 0% | 1% | 1% | -0.5 | 6% | -2% | 1% | 24%[12.4 µM]
Cc1onc(-c2ccc(F)cc2F)c1C(=O)Nc1cccc(C(F)(F)F)c1 | -10%[60.1 µM] | ? | -6% | ? | -0.4 | -19% | -6% | ? | /

The listing, previewed entries included:
SMILES | POLK inh | POLB inh | ERG-DNA inh | Anesthetic bind | TRHR ag | 12-LOX inh | BLM inh | Pol iota inh | APEX1 inh
COCCn1cnc2c1c(=O)n(Cc1c(F)cccc1Cl)c(=O)n2Cc1ccccc1 | -20% | 0% | 1% | 1% | -0.5 | 6% | -2% | 1% | 24%[12.4 µM]
Cc1onc(-c2ccc(F)cc2F)c1C(=O)Nc1cccc(C(F)(F)F)c1 | -10%[60.1 µM] | ? | -6% | ? | -0.4 | -19% | -6% | ? | /
O=C(CNC(=O)c1ccc2c(c1)OCO2)Nc1ncccc1O | -2% | / | 0% | / | 0.9 | -14% | / | 31%[activator] | -12%
Cc1ccc(CNC(=O)c2cc(-c3cc(C)cc(C)c3O)n[nH]2)cc1 | -5% | ? | 2% | 2% | -0.6 | 43%[activator] | -13% | ? | ?
COc1ccc(OCC(=O)NCCCN2CCOCC2)cc1 | -11% | 12% | -7% | 8% | 0.2 | 0% | 6% | 8% | ?
CCOC(=O)C1C(=O)NC(c2ccccc2)=NC1c1ccc(Br)cc1 (stereo not drawn) | -5% | -14% | -12% | -10% | 2.6 | -16% | -3% | 48%[activator] | 7%
Cc1ccc(C(=O)CSc2nc3cccnc3n2C)cc1 | -8% | 22% | -9% | -15% | -1.9 | 0% | 1% | -2% | 3%
CCCN(CC(=O)Nc1cccc(Br)c1)CC(=O)Nc1ccc(F)c(F)c1F | -13% | 7%[57.1 µM] | 1% | -18% | 0.9 | -25% | -13% | 1% | 3%
COC(=O)C(C(=O)OC)C(CC(=O)c1ccc(Br)cc1)c1ccccc1 (stereo not drawn) | -12% | / | -12% | / | / | -3% | / | 55%[activator] | /
CC(C)(C)S(=O)(=O)c1ccsc1C(=O)O | -1% | 2% | -3% | -2% | 0.0 | -14% | -3% | 2% | 3%
CCOC(=O)c1c(C)sc2c1N(C(C)=O)c1cc(Cl)ccc1S2 | -5% | 18% | -4% | 4% | -0.7 | -18% | 1% | 5% | -3%
O=C(CC1CCCC1)Nc1nc2ccccc2[nH]1 | -2% | 2% | 7% | -8% | 1.1 | 15% | -1% | 8% | 3%
CC(C)(C)N(CC#CCC(O)(c1ccccc1)c1ccccc1)CCO | 6% | 0% | -4% | -1% | 0.0 | 7.9µM* | 2% | 19% | 5%
COC(=O)N/N=C/c1cn(Cc2ccccc2F)c2ccccc12 | -6% | -14% | 6% | -15% | 0.2 | 92%[activator] | -6% | 168%[activator] | 12%
C=C(C)C(=O)NC1=NN(c2ccccc2)C(=O)C1 | -15% | ? | -6% | -4% | -0.6 | -25% | ? | -8% | ?
COc1ccc(CCNC(=O)CCC(=O)c2cccs2)cc1OC | -20% | / | -5% | / | -0.2 | 9% | / | 6% | -4%
COC(=O)[C@]1(C)N[C@H](CN(C)S(=O)(=O)c2ccc(OC)cc2)[C@@H]2C(=O)N(C)C(=O)[C@@H]21 | -4% | / | 18% | / | / | ? | / | ? | 20%
O=C1N/C(=N/O)S/C1=C/c1cccnc1 | 6% | 10% | 2% | -3% | 0.7 | 0% | 0% | 2% | 8%
O=C(O)Cc1ccc(NC(=S)Nc2ccc(Br)cc2Cl)cc1 | -5% | 1% | -9% | -4% | 0.3 | 0% | -2% | -13% | 3%
Cc1ccccc1-c1cc(C(=O)NCc2cccc(Br)c2)nn1CC1CC(c2cccc([N+](=O)[O-])c2)=NO1 (stereo not drawn) | 4% | / | -10% | / | / | ? | / | -28% | -14%
O=c1cc(N2CCOCC2)[nH]c(=O)n1C1CCCCC1 | 1% | 40% | 1% | -12% | 0.3 | 10% | 0% | -19% | 3%
Cc1oc(-c2cc(F)cc(F)c2)nc1CN1CCSCC1 | -2% | 0% | 3% | -3% | 0.6 | -7% | -3% | 10% | 15%
CC(NC(=O)COC(=O)c1ccc[nH]c1=O)c1ccccc1 (stereo not drawn) | -2% | / | -2% | / | / | ? | / | 26% | -13%
CC1=NN(C(=O)c2cccc(Cn3nc(C)c([N+](=O)[O-])c3C)c2)C(O)(C(F)(F)F)C1 (stereo not drawn) | -12% | -20% | 2% | -19% | -0.4 | 16% | -17% | 9% | 7%
OCc1cn(-c2ccccc2)nc1-c1ccc(-c2nn(-c3ccccc3)cc2CO)cc1 | -7% | 17% | 5% | -7% | 2.4 | i | -5% | -10% | 1%

4 entries picked at random from the list so far, as already listed:
SMILES | POLK inh | POLB inh | ERG-DNA inh | Anesthetic bind | TRHR ag | 12-LOX inh | BLM inh | Pol iota inh | APEX1 inh
Cc1ccc(C(=O)CSc2nc3cccnc3n2C)cc1 | -8% | 22% | -9% | -15% | -1.9 | 0% | 1% | -2% | 3%
COc1ccc(OCC(=O)NCCCN2CCOCC2)cc1 | -11% | 12% | -7% | 8% | 0.2 | 0% | 6% | 8% | ?
CC(NC(=O)COC(=O)c1ccc[nH]c1=O)c1ccccc1 (stereo not drawn) | -2% | / | -2% | / | / | ? | / | 26% | -13%
COC(=O)[C@]1(C)N[C@H](CN(C)S(=O)(=O)c2ccc(OC)cc2)[C@@H]2C(=O)N(C)C(=O)[C@@H]21 | -4% | / | 18% | / | / | ? | / | ? | 20%

Later entries:
molecule	POLK inh	POLB inh	ERG-DNA inh	Anesthetic bind	TRHR ag	12-LOX inh	BLM inh	Pol iota inh	APEX1 inh
Cc1ccc(C)c(S(=O)(=O)N2CCCCC2CCNC(=O)C(=O)NCc2ccco2)c1 (stereo not drawn)	-4%	/	6%	/	-0.2	-9%	/	16%	29%
O=C(CSC1=NS(=O)(=O)c2ccccc2N1)N1CCCCC1	-19%	/	-2%	/	0.5	-24%	/	?	40%
COc1ccc(C2CC(c3c(-c4ccccc4)c4cc(Cl)ccc4[nH]c3=O)=NN2S(C)(=O)=O)cc1 (stereo not drawn)	-3%	2%	0%	?	2.0	291%[activator]	-5%	0%	10%
O=C(c1[nH]ncc1-c1cccc(Br)c1)C1CO1 (stereo not drawn)	0%	6%	14%	-16%	-0.6	190%[activator]	-2%	40%[activator]	-4%
O=C(Oc1cccc(/C=N/Nc2nc(Nc3ccccc3)nc(N3CCOCC3)n2)c1)c1ccco1	-12%	8%	-1%	6%	0.1	?	-7%	12%	7%
CCc1nnc(NC(=O)CSc2nnc(CNC(=O)c3ccccc3F)n2C)s1	-9%	-14%	-1%	-2%	0.2	1%	1%	2%	29%[12.4 µM]
O=C(NNC(=O)c1ccccc1OCc1ccccc1)c1ccccc1O	-4%	7%	-13%	-15%	0.2	i	-3%	-18%	-6%
CC#CCCCC(=O)Nc1ccc(C(=O)O)cc1	-24%	1%	5%	-11%	0.6	0%	-2%	8%	0%
Cc1ccc(NC(=O)C2CCCN2C(=O)OCc2ccccc2)c(C)c1 (stereo not drawn)	0%	5%	0%	-7%	-0.3	111%[activator]	0%	-22%	-14%
Cc1onc(-c2c(Cl)cccc2Cl)c1C(=O)NCc1cccs1	-1%	20%	5%	-8%	-0.3	-6%	-2%	1%	6%
Cc1cc(C)nc(NC(=S)Nc2cccc(F)c2)c1	-1%	13%	11%	-4%	0.3	?	-2%	-16%[58.9 µM]	-1%
O=C(c1cccc(C(F)(F)F)c1)N1CCCCCC1	-7%	?	-2%	-11%	0.9	-16%	2%	-2%	-1%
c1ccc(OCCSc2nnnn2-c2ccccc2)cc1	0%	30%	1%	-15%	-0.2	-3%	-10%	3%	6%
COCCNC(=O)C1CC(c2ccccc2C(F)(F)F)=NO1 (stereo not drawn)	-1%	/	7%	/	-0.2	-7%	/	20%	3%
CC(C)CCNC(=O)c1ccc2c(c1)NC(=O)C(C(C)C)N2 (stereo not drawn)	-15%	17%	-12%	1%	0.5	-25%	-1%	20%	/
COC(=O)[C@]1(Cc2ccccc2)N[C@H](CN(C)C(=O)c2ccc(C(C)(C)C)cc2)[C@@H]2C(=O)N(Cc3ccccc3)C(=O)[C@@H]21	-3%	/	-4%	/	/	8%	/	-24%	4%
Cc1nc(SCc2cccnc2)[nH]c(=O)c1C	-22%	15%	-3%	-2%	-0.2	/	0%	-19%	-1%
COCCCn1c(=O)c2sccc2n(Cc2cc(C(=O)OC)ccc2OC)c1=O	-2%	6%	0%	1%	-1.2	4%	-1%	7%	5%

Assay outcomes deposited in PubChem by National Center for Advancing Translational Sciences (NCATS).
